Assay outcomes deposited in PubChem by The Scripps Research Institute Molecular Screening Center.
UHRF1 binding: UHRF1 methylated DNA binding inhibitors, primary screen, counter-screen for MBD2 inhibitor project, biochemical, TR-FRET, human UHRF1, single concentration | E3 ubiquitin-protein ligase UHRF1 (Homo sapiens), Q96T88 | UHRF1 binding to methylated oligo | inhibition, % at 4.4 µM | 370,000 compounds, 0.75% hits | AID 687016, 2013; in the data active = inhibition above about 21%;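 note: UHRF1 SRA domain binding a hemimethylated CpG hairpin DNA probe; 0% = median of test compound wells and 100% = reference inhibitor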
SIAE primary: human SIAE inhibitors, primary screen, biochemical, fluorescence polarization, FP-Rh probe, 1536-well HTS. inhibition, % at 9.66 µM. SIAE FP-Rh probe binding. Sialate O-acetylesterase (Homo sapiens), Q9HAT2. 370,000 compounds, 0.69% hits. AID 1053197, 2014;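 active = inhibition above a cutoff: mean of compounds within the control limits plus 3 SD of those, cut at about 17% in these data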;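 note: 0% = plate median of compound wells and 100% = probe without SIAE protein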
TDP2 inh: human TDP2 enzyme inhibitors, primary screen, biochemical, epi absorbance, recombinant enzyme; 370,000 compounds, 0.34% hits; T5PNP hydrolysis, p-nitrophenol absorbance 415 nm; inhibition, % at 12.8 µM;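 active = inhibition above the mean of all tested compounds plus 3 SD, set per campaign, cut at about 25% in these data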;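 note: 0% = DMSO with enzyme and 100% = buffer with substrate but no TDP2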
Target sequence (O95551 whole entry, looked up): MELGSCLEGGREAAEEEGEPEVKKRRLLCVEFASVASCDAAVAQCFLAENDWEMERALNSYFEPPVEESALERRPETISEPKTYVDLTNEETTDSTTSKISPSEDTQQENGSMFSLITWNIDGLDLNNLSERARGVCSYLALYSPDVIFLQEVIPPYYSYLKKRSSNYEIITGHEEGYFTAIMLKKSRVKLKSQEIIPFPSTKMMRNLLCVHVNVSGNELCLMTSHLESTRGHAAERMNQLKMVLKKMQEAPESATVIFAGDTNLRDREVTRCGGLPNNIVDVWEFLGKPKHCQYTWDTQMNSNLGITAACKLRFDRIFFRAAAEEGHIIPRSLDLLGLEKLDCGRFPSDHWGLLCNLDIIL
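System – recombinant human TDP2 · Quantity – TDP2 enzyme at 120 nM final · Doses – single concentration, 12.8 µM nominal, with 1% DMSO · Incubation – 2 h at 37 °C · Measured by – epi absorbance of p-nitrophenol freed from T5PNP by hydrolysis · Read-out – % inhibition relative to enzyme-containing and enzyme-free wells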
PRMT1 inh: PRMT1 methyltransferase inhibitors, primary screen, biochemical, fluorescence polarization. Protein arginine N-methyltransferase 1 (Homo sapiens), Q99873. recombinant PRMT1, activity-based probe fluorescence polarization. inhibition, % at 2.79 µM. 370,000 compounds, 1.3% hits. AID 652257, 2013;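 active = inhibition above about 21% made by adding two undisclosed values, limit read from the data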
Tn6 DDE FP: inhibitors of Tn6 peptide binding to fibrin DD(E), primary screen, biochemical, fluorescence polarization, human fibrin, Tn6 probe; Fibrinogen beta chain (Homo sapiens), P02675; Fibrin DD(E) TRITC-Tn6 fluorescence polarization displacement; inhibition, % at 8.3 µM; 370,000 compounds, 0.21% hits; AID 720509, 2013;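 active = inhibition above a per-campaign cutoff: mean of compounds within control limits plus 3 SD, cut at about 15% in these data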;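 note: 0% = median of all compound wells on the plate and 100% = blocking peptide control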
Tn7 DDE FP: inhibitors of Tn7 peptide binding to fibrin DD(E), primary screen, biochemical, fluorescence polarization, human fibrin, Tn7 probe; FP displacement of FITC-Tn7 peptide from fibrin DD(E); 0% = median of compound wells per plate; AID 720508, 2013; Fibrinogen beta chain (Homo sapiens), P02675; 370,000 compounds, 0.13% hits; inhibition, % at 8.3 µM;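 active = inhibition above the mean of compounds falling within the control limits plus 3 SD of them, cut at about 14% in these data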;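 note: 0% = plate median of compound wells and 100% = 10 µM Aha-Tn7 peptide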
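Test system – human fibrin DD(E) · Times – 10 min preincubation, 3 h with tracer, room temperature · Detection – fluorescence polarization of the labelled Tn7 tracer · Measure – percent inhibition normalized to high-control wells · Benchmarks – high control wells with 10 µM unlabelled Aha-Tn7 peptide (full inhibition) · Repeats – singlicate testing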
TCR CD3 inh: inhibitors of human TCR-CD3 interaction, primary screen, biochemical, fluorescence, TAMRA-labeled TCR probe; T-cell receptor (TCR); inhibition, % at 9.4 µM; 360,000 compounds, 0.37% hits; AID 651800, 2012; in the data active = inhibition above about 19%;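 note: recombinant mutant TCR 2C K166C tagged with TAMRA read by polarization; 0% = receptor in buffer alone and 100% = receptor with positive control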
proKLK7 act: proKLK7 zymogen activators, primary screen, biochemical, fluorescence intensity; Kallikrein-7 (Homo sapiens), P49862; 370,000 compounds, 0.9% hits; AID 652039, 2013; activation, % at 7 µM; purified proKLK7, EDANS-DABCYL substrate fluorescence; 100% is mature enzyme control, 0% vehicle;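 active = activation above the mean of all tested compounds plus 3 SD, computed per campaign excluding outliers beyond control limits, cut at about 13% in these data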
Target sequence (P49862 whole entry, looked up): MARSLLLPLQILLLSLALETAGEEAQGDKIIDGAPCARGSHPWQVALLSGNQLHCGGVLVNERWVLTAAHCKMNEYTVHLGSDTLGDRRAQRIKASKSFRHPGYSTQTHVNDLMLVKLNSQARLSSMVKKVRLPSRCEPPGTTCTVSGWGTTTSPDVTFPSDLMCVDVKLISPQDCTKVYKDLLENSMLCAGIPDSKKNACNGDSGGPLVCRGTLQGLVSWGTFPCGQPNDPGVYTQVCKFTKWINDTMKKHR
LEDGF integ inh: blockers of LEDGF/p75-dependent integrase strand transfer – biochemical, TR-FRET, high throughput, primary screen. 370,000 compounds, 0.64% hits. inhibition, % at 3.7 µM. AID 743269, 2014. TR-FRET IN-LEDGF/p75 DNA integration, Eu/Cy5. HIV-1 integrase (with human LEDGF/p75);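 active = inhibition above the screen-wide mean plus 3 SD, cut at about 13% in these data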;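 note: signal is the Cy5 over europium emission ratio at 671 and 618 nm; 0% = plate median of compound wells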
MBD2 inh: inhibitors of MBD2 binding to methylated DNA, primary screen, biochemical, TR-FRET, DNA-binding domain, human. Methyl-CpG-binding domain protein 2 (Homo sapiens), Q9UBB5. MBD2 binding to methylated oligonucleotide. inhibition, % at 4.4 µM. AID 686964, 2013. 370,000 compounds, 0.31% hits; in the data active = inhibition above about 13%
Target sequence (Q9UBB5 whole entry, looked up, the tested form may be a part): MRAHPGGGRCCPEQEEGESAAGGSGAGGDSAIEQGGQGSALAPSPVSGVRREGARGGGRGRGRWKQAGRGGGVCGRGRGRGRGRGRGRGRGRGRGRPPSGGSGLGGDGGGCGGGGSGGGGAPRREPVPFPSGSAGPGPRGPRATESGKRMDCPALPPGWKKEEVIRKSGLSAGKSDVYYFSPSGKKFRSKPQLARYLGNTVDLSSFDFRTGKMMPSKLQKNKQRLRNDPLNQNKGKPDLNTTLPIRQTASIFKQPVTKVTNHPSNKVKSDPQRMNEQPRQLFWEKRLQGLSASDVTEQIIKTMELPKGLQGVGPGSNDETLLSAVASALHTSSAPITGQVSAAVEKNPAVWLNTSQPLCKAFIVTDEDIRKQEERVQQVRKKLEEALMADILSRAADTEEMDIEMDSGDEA
The depositor's hits bear a star.

How did COc1ccc(OCCCC(=O)Nc2ccc3c(c2)OCCO3)cc1 do in these assays?
UHRF1 binding: -3; SIAE primary: 2; TDP2 inh: 6; PRMT1 inh: 2; Tn6 DDE FP: -1; Tn7 DDE FP: 6; TCR CD3 inh: 2; proKLK7 act: 0.5; LEDGF integ inh: 1; MBD2 inh: 2

How did O=C(CSc1nnc(NC(=O)c2ccc(F)cc2)s1)NC1CC1 do in these assays?
UHRF1 binding: 1; SIAE primary: -1; TDP2 inh: 0; PRMT1 inh: 0; Tn6 DDE FP: -7; Tn7 DDE FP: 5; TCR CD3 inh: -3; proKLK7 act: -0.4; LEDGF integ inh: -2; MBD2 inh: -3

How did O=S(=O)(NCCn1ccc2ccccc21)c1ccccc1 do in these assays?
UHRF1 binding: 0; SIAE primary: -5; TDP2 inh: 0; PRMT1 inh: 4; Tn6 DDE FP: 6; Tn7 DDE FP: -8; TCR CD3 inh: -6; proKLK7 act: -0.8; LEDGF integ inh: -3; MBD2 inh: 4

What do the screens show for `O=C(O)CC(NC(=O)Cc1ccc(Cl)cc1)c1ccco1` (stereo unspecified)?
UHRF1 binding: 5; SIAE primary: 0; TDP2 inh: -7; PRMT1 inh: 5; Tn6 DDE FP: -9; Tn7 DDE FP: 4; TCR CD3 inh: -4; proKLK7 act: 0.4; LEDGF integ inh: -6; MBD2 inh: 5

Results for Cc1ccc(SCc2c(C(=O)N/N=C/c3ccncc3)nnn2-c2nonc2N)cc1 ?
UHRF1 binding: -1; SIAE primary: -6; TDP2 inh: -4; PRMT1 inh: 0; Tn6 DDE FP: -5; Tn7 DDE FP: -7; TCR CD3 inh: 3; proKLK7 act: 0.3; LEDGF integ inh: 6; MBD2 inh: 0

Results for O=C(N/N=C/c1ccc([N+](=O)[O-])o1)c1ccc2c(c1)OCO2 ?
UHRF1 binding: -5; SIAE primary: 1; TDP2 inh: 2; PRMT1 inh: 1; Tn6 DDE FP: 2; Tn7 DDE FP: 5; TCR CD3 inh: 8; proKLK7 act: 0.0; LEDGF integ inh: -1; MBD2 inh: -7

How did O=C(NCc1ccccc1CN1CCCC1)c1cccc(N2CCCC2=O)c1 do in these assays?
UHRF1 binding: -1; SIAE primary: -7; TDP2 inh: 0; PRMT1 inh: 0; Tn6 DDE FP: -3; Tn7 DDE FP: -9; TCR CD3 inh: 6; proKLK7 act: 0.5; LEDGF integ inh: -2; MBD2 inh: 0

Results for C=CCOC(=O)C1=C(C)NC(=O)NC1C1CC=CCC1 (stereo unspecified) ?
UHRF1 binding: -1; SIAE primary: -2; TDP2 inh: -1; PRMT1 inh: -1; Tn6 DDE FP: 10; Tn7 DDE FP: 5; TCR CD3 inh: 9; proKLK7 act: 0.0; LEDGF integ inh: 0; MBD2 inh: -2

What do the screens show for `COc1cc(/C=C/C2=NNC(=O)CC2)cc(OC)c1OC`?
UHRF1 binding: -4; SIAE primary: -1; TDP2 inh: -19; PRMT1 inh: 0; Tn6 DDE FP: 1; Tn7 DDE FP: 3; TCR CD3 inh: -12; proKLK7 act: 1.9; LEDGF integ inh: 1; MBD2 inh: -7

What do the screens show for `Cc1ccc(Nc2nc(-c3ccc(S(=O)(=O)N4CCOCC4)cc3)cs2)cc1`?
UHRF1 binding: 6; SIAE primary: 6; TDP2 inh: -11; PRMT1 inh: 26*; Tn6 DDE FP: -4; Tn7 DDE FP: -2; TCR CD3 inh: -3; proKLK7 act: 0.4; LEDGF integ inh: -3; MBD2 inh: 4

What do the screens show for `O=C(CN1CCC(NC(=O)Nc2ccc(Cl)cc2)CC1)Nc1ccc2c(c1)OCCO2`?
UHRF1 binding: 0; SIAE primary: -1; TDP2 inh: -2; PRMT1 inh: 4; Tn6 DDE FP: -4; Tn7 DDE FP: 2; proKLK7 act: 0.4; LEDGF integ inh: 0; MBD2 inh: -1

Results for Cc1ccccc1C(=O)NCCCNC(=O)c1cnccn1 ?
UHRF1 binding: -1; SIAE primary: 5; TDP2 inh: -7; PRMT1 inh: -1; Tn6 DDE FP: 3; Tn7 DDE FP: -5; TCR CD3 inh: -6; proKLK7 act: -0.4; LEDGF integ inh: -7; MBD2 inh: 1

Results for Cn1nnnc1SCc1cccc2ccccc12 ?
UHRF1 binding: 4; SIAE primary: 0; TDP2 inh: 1; PRMT1 inh: 5; Tn6 DDE FP: -3; Tn7 DDE FP: 3; TCR CD3 inh: -4; proKLK7 act: 0.1; LEDGF integ inh: -3; MBD2 inh: -4

Results for COc1ccc(-c2[nH]ncc2CN2CCN(C(=O)c3cccs3)CC2)c(F)c1 ?
UHRF1 binding: 0; SIAE primary: 6; TDP2 inh: 18; PRMT1 inh: -1; Tn6 DDE FP: 1; Tn7 DDE FP: 0; TCR CD3 inh: 5; proKLK7 act: 0.1; LEDGF integ inh: 2; MBD2 inh: -3

Results for CCOc1ccc(N(Cc2ccc(OC)c(OC)c2)C(=O)c2ccco2)cc1 ?
UHRF1 binding: -2; SIAE primary: 10; TDP2 inh: 2; PRMT1 inh: -2; Tn6 DDE FP: 0; Tn7 DDE FP: 3; TCR CD3 inh: 5; proKLK7 act: 0.3; LEDGF integ inh: -2; MBD2 inh: -1

2 compounds picked at random from the list so far, as already listed:
How did O=C(CSc1nnc(NC(=O)c2ccc(F)cc2)s1)NC1CC1 do in these assays?
UHRF1 binding: 1; SIAE primary: -1; TDP2 inh: 0; PRMT1 inh: 0; Tn6 DDE FP: -7; Tn7 DDE FP: 5; TCR CD3 inh: -3; proKLK7 act: -0.4; LEDGF integ inh: -2; MBD2 inh: -3

What do the screens show for `O=C(O)CC(NC(=O)Cc1ccc(Cl)cc1)c1ccco1` (stereo unspecified)?
UHRF1 binding: 5; SIAE primary: 0; TDP2 inh: -7; PRMT1 inh: 5; Tn6 DDE FP: -9; Tn7 DDE FP: 4; TCR CD3 inh: -4; proKLK7 act: 0.4; LEDGF integ inh: -6; MBD2 inh: 5

Further entries.
How did O=C(NCc1ccccc1Cl)C1CCN(S(=O)(=O)N2CCCCC2)CC1 do in these assays?
UHRF1 binding: 25*; SIAE primary: 0; TDP2 inh: 2; PRMT1 inh: 4; Tn6 DDE FP: 3; Tn7 DDE FP: 3; TCR CD3 inh: -6; proKLK7 act: 0.2; LEDGF integ inh: -1; MBD2 inh: 20*

Results for CC(C)(C)C1CCc2c(sc(NC(=O)C3CCCO3)c2C(N)=O)C1 (stereo unspecified) ?
UHRF1 binding: 1; SIAE primary: -4; TDP2 inh: 1; PRMT1 inh: 2; Tn6 DDE FP: 2; Tn7 DDE FP: 1; TCR CD3 inh: -2; proKLK7 act: -1.1; LEDGF integ inh: 4; MBD2 inh: -1

Results for Cc1cccc(NC(=O)COC(=O)Cc2c[nH]c3ccccc23)c1C ?
UHRF1 binding: -1; SIAE primary: 3; TDP2 inh: 2; PRMT1 inh: 1; Tn6 DDE FP: 2; Tn7 DDE FP: -1; TCR CD3 inh: 0; proKLK7 act: 0.9; LEDGF integ inh: -2; MBD2 inh: 1

What do the screens show for `O=C(NCC1CCCO1)C(c1ccc(F)cc1)N(CCCN1CCOCC1)C(=O)c1ccc(-c2ccccc2)[nH]1` (stereo unspecified)?
UHRF1 binding: 0; SIAE primary: 1; TDP2 inh: 4; PRMT1 inh: -3; Tn6 DDE FP: 1; Tn7 DDE FP: -5; TCR CD3 inh: 5; proKLK7 act: 0.1; LEDGF integ inh: 4; MBD2 inh: 0

What do the screens show for `c1ccc(Nc2ncnc3c2oc2ccccc23)cc1`?
UHRF1 binding: -1; SIAE primary: -4; TDP2 inh: 10; PRMT1 inh: -2; Tn6 DDE FP: 1; Tn7 DDE FP: 1; TCR CD3 inh: -3; proKLK7 act: 0.0; LEDGF integ inh: 0; MBD2 inh: 2

Results for CC1(C)OC(=O)C2=C(C[C@@H](CCc3ccccc3)O[C@@H]2c2ccc(F)cc2)O1 ?
UHRF1 binding: -2; SIAE primary: -6; TDP2 inh: 0; PRMT1 inh: 0; Tn6 DDE FP: -3; Tn7 DDE FP: -1; TCR CD3 inh: -1; proKLK7 act: 0.6; LEDGF integ inh: -2; MBD2 inh: -2

How did CCOC(=O)C[C@H]1c2ccc(C(F)(F)F)cc2S(=O)(=O)N1Cc1ccccc1 do in these assays?
UHRF1 binding: -2; SIAE primary: -11; TDP2 inh: -2; PRMT1 inh: -3; Tn6 DDE FP: -5; Tn7 DDE FP: 2; TCR CD3 inh: 10; proKLK7 act: 0.0; LEDGF integ inh: -2; MBD2 inh: -3

How did CCc1ccccc1Oc1nc(NC(C)C)nc2ccsc12 do in these assays?
UHRF1 binding: -1; SIAE primary: 5; TDP2 inh: 4; PRMT1 inh: 0; Tn6 DDE FP: 6; Tn7 DDE FP: -5; TCR CD3 inh: 11; proKLK7 act: 0.0; LEDGF integ inh: 0; MBD2 inh: 2

What do the screens show for `CC(C)(C)NC(=O)CN(C(=O)C1CSC(=O)C1)c1ccccc1F` (stereo unspecified)?
UHRF1 binding: 2; SIAE primary: 0; TDP2 inh: -9; PRMT1 inh: 9; Tn6 DDE FP: -4; Tn7 DDE FP: 3; TCR CD3 inh: -7; proKLK7 act: -0.5; LEDGF integ inh: -7; MBD2 inh: -5

What do the screens show for `C=CCNC(=O)COc1ccccc1C#N`?
UHRF1 binding: 2; SIAE primary: 7; TDP2 inh: 0; PRMT1 inh: 4; Tn6 DDE FP: -6; Tn7 DDE FP: 10; TCR CD3 inh: -2; proKLK7 act: 0.2; LEDGF integ inh: -5; MBD2 inh: -4

What do the screens show for `O=C(CN(C(=O)CNC(=O)c1cccs1)c1ccccc1F)NC1CCCCC1`?
UHRF1 binding: -2; SIAE primary: -5; TDP2 inh: 17; PRMT1 inh: -2; Tn6 DDE FP: -1; Tn7 DDE FP: -3; TCR CD3 inh: -4; proKLK7 act: 0.5; LEDGF integ inh: 1; MBD2 inh: -3

What do the screens show for `O=C(O)C1=NN(c2ccccc2)C(=O)CC1`?
UHRF1 binding: -1; SIAE primary: 11; TDP2 inh: -6; PRMT1 inh: 0; Tn6 DDE FP: -8; Tn7 DDE FP: 4; TCR CD3 inh: 1; proKLK7 act: 0.2; LEDGF integ inh: 6; MBD2 inh: -8
